KCNK9 inh: human KCNK9 channel inhibition | HEK293 KCNK9, FluxOR thallium flux fluorescence; active compounds read low | B-score at 10 µM | actives 1.2% (n = 310,000);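 active means ratio B-score over 3 SD below the library mean, with starting fluorescence within 5 SD of its mean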;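 further: negative B-score means less thallium flux so channel inhibition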
Target sequence (Q9NPC2 whole entry, looked up): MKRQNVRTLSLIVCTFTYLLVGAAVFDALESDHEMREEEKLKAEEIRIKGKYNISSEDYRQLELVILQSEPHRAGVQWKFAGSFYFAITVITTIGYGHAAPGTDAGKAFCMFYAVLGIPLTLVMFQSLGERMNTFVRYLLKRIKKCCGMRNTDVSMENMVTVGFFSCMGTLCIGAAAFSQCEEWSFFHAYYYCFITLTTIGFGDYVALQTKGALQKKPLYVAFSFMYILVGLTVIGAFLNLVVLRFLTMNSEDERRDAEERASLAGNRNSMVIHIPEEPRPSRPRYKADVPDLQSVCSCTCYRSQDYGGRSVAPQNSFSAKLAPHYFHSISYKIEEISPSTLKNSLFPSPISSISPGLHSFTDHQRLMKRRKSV
MrgX1 allo act: human MrgX1 positive allosteric modulation, primary screen; MrgX1-HEK293, Fluo-4 calcium flux, FDSS; active compounds read high; actives 0.63% (n = 310,000); AID 588675; B-score at 10 µM; Q96LB2;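 active means plate-corrected calcium response at least 3 library SD above typical, normal starting fluorescence, not activating the receptor alone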;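 further: compound read alongside a low EC10 to EC30 dose of BAM8-22 agonist; peak minus trough fluorescence over baseline measured at the second addition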
Target sequence (Q96LB2 whole entry, looked up): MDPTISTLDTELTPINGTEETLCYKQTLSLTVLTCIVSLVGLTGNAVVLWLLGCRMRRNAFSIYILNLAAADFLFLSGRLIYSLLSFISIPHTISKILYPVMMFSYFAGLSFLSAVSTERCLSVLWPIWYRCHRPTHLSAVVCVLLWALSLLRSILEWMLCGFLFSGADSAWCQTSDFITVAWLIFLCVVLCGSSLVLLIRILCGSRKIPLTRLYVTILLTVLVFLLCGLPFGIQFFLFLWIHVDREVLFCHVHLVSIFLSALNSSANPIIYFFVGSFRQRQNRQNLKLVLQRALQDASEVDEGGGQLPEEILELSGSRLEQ
ANO1 activ: mouse TMEM16A channel activation, primary screen. HEK293 TMEM16A/YFP-H148Q/I152L, iodide quench fluorescence; active compounds read low. B-score at 10 µM. actives 0.3% (n = 340,000);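 active means fluorescence-ratio B-score plate-corrected deviation score at least 3 library SD below zero, with starting fluorescence score within 5 deviations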;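 further: channel opened by trigger with iodide after compound preincubation; score built on the fluorescence ratio of max minus min over baseline; more negative score means more quench and so TMEM16A activation or potentiation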
ANO1 block: inhibitors of mouse TMEM16A calcium-activated chloride channel; HEK293 TMEM16A/YFP iodide influx fluorescence, ionomycin; Q8BHY3; normalized B-score (activity score, 25-100; higher = stronger inhibition) at 10 µM; actives 1.2% (n = 310,000);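 active means ratio plate-corrected score three or more library SD toward inhibition, starting fluorescence score within five deviations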;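 further: score derived from kinetic fluorescence span divided by baseline fluorescence per well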
hERG rescue: compounds protecting human hERG from proarrhythmic drug block. actives 0.51% (n = 310,000). AID 1511. Q12809. activation (rescue from dofetilide block), less the hit threshold, % at 10 µM. CHO-hERG, FluxOR thallium flux, dofetilide IC70 present;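 active means activation above the mean of controls blocked by dofetilide plus 5 SD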;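 further: thallium influx through hERG after potassium depolarization seen as dye fluorescence rise; in these data hits start at about 4.7%; inactives centre near -7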
KCNK3 block: human KCNK3 channel inhibition, primary screen. O14649. CHO-KCNK3 thallium flux, FluxOR fluorescence; active compounds read low. B-score at 10 µM. actives 0.84% (n = 340,000). AID 602410;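 active means B-score under library mean minus 4 SD, starting fluorescence ratio at most library mean plus 5 SD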;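 further: more negative B-score means stronger inhibition of thallium flux through KCNK3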
RGS4 inh: inhibitors of human RGS4 | B-score at 10 µM | actives 0.45% (n = 310,000) | HEK293 M3R/RGS4 inducible, Fluo-4 calcium flux; active compounds read high; triggered by carbachol at its EC20 | P49798;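 active means B-score, a plate-corrected calcium signal, over three deviations above library mean, with baseline fluorescence within five deviations of library mean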;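 further: RGS4 expression induced by doxycycline in cells with stable M3 receptor; B-score is computed from the integrated fluorescence ratio over baseline after carbachol; higher B-score means a larger calcium signal and so more RGS4 inhibition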
Target sequence (P49798 whole entry, looked up): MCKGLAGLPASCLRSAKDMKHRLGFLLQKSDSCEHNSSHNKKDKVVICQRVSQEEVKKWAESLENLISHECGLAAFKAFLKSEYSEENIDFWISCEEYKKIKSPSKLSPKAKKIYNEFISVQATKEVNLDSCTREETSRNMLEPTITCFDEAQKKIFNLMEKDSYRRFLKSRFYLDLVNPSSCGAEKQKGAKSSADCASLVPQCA
RGS4 act: RGS4 potentiation or activation | HEK293 M3R/inducible RGS4, carbachol calcium flux Fluo4; active compounds read low | B-score at 10 µM | actives 0.92% (n = 310,000) | AID 463111;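 active means B-score of the integrated calcium signal more than 4 SD below the library mean, with starting fluorescence not abnormally high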;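 further: negative B-score means reduced calcium response which marks RGS4 activation or potentiation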
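test system = M3R-expressing HEK293 line, RGS4 induced by doxycycline | probe or stimulus = carbachol at ECmax as muscarinic agonist stimulus | timing = dye loading 30 min 37 °C, buffer rest 30 min RT | signal = calcium dye Fluo4 fluorescence | evaluation = B score from integrated fluorescence ratio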
KCNQ1 act: potentiates or activates the human KCNQ1 potassium channel; P51787; CHO-K1 KCNQ1, thallium flux FluxOR fluorescence; active compounds read high; B-score at 10 µM; actives 0.35% (n = 310,000); AID 2648;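 active means fluorescence ratio B-score, a plate-corrected score, at least three library SD, with initial intensity B-score within 5 SD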
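Test system: CHO-K1 cells stably expressing KCNQ1 / Medium: assay buffer / Also added: depolarizing K+/Tl+ stimulus, K2SO4 and Tl2SO4 each 12.5 mM in 5x stock / Incubation: 90 min dye loading and 20 min compound exposure, both at room temperature / Signal: thallium influx via FluxOR fluorescence, kinetic imaging / Evaluation: B score of baseline-normalized fluorescence ratio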
KCNQ1 block: inhibitors of human KCNQ1 potassium channel | CHO-K1 KCNQ1, FluxOR thallium flux fluorescence; active compounds read high | P51787 | B-score at 10 µM | actives 1.3% (n = 310,000);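 active means compounds whose thallium flux B-score, printed positive for inhibition, exceeds three library SD while starting fluorescence stays within three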;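 further: channel opened by potassium depolarization with thallium stimulus after 20 min compound exposure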
MrgX1 ag: activates human MrgX1 receptor signaling | MrgX1-HEK293 cells, Fluo-4 calcium fluorescence, agonist mode; active compounds read high | B-score at 10 µM | actives 0.44% (n = 310,000) | AID 588627;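 active means calcium response B-score plate-corrected fluorescence ratio at least 3 library SD, with starting fluorescence B-score inside 5 SD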
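Material: MrgX1-expressing HEK293 cells; input: 15,000 cells per well; doses: test compound given as first of three sequential additions; schedule: overnight plating before 1 h dye loading; technique: Fluo-4 NW calcium-flux fluorescence, kinetic read; evaluation: baseline-normalised fluorescence change ratio, B-scored; control set: plate-wise positive and negative controls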
Numbers without * were called inactive; i = inactive; x = not tested or not shown; & = joins results of further samples; ! = not confirmed by another sample. The order is random. About 6.3% of those tested had a hit in this group.

Screens in order: KCNK9 inh, MrgX1 allo act, ANO1 activ, ANO1 block, hERG rescue, KCNK3 block, RGS4 inh, RGS4 act, KCNQ1 act, KCNQ1 block, MrgX1 ag
1: Cc1nc(NC(=O)c2cc3c(s2)CCCCC3)sc1C(=O)N(C)C
 : i, i, i, i, -13, i, i, i, i, i, i
2: Cc1ccc(C(=O)NC(=C(Cl)Cl)S(=O)(=O)c2ccc(C)cc2)cc1
 : i, i, i, i, -4, i, i, i, i, i, i
3: CCN(CCCNC(=O)CCC(=O)N1CCOc2ccccc21)Cc1ccccc1
 : i, i, i, i, -2, i, i, i, i, i, i
4: CN1C(=C2C(=O)OC(C)(C)OC2=O)Sc2ccccc21
 : i, i, i, i, -3, i, i, i, i, i, i
5: COCCN(C(=O)CSc1n[nH]c(-c2ccccc2)n1)c1c(N)n(CC(C)C)c(=O)[nH]c1=O
 : i, i, i, i, -9, i, i, i, i, i, i
6: COC(=O)Cc1c(C(=O)OC)nnn1-c1ccc(OC(F)(F)F)cc1
 : i, i, i, i, -10, i, i, i, i, i, i
7: COc1ccc(NC(=S)NC(NC(=O)c2cccc3ccccc23)C(Cl)(Cl)Cl)c([N+](=O)[O-])c1 (stereo not drawn)
 : -6.9*, i, -7.4*, i, -2, i, i, i, i, i, i
8: CCOC(=O)N1CCN(Cc2nc(-c3ccc(C)cc3)no2)CC1
 : i, i, i, i, -1, i, i, i, i, i, i
9: COc1ccc(CCNC(=O)CCN2C(=O)c3ccccc3C2=O)cc1OC
 : i, i, x, i, -2, x, i, i, i, i, i
10: C=CCC1(O)C(=O)N2C(=C1C(=O)OCC)c1ccc3ccccc3c1CC2(C)C (stereo not drawn)
 : i, i, i, i, -17, i, i, i, i, i, i
11: O=C1NCC(COc2ccc(Cl)cc2)O1 (stereo not drawn)
 : i, i, i, i, -8, i, i, i, i, i, i
12: CSCCC(NC(=O)C1CCCC1)c1nnc2ccccn12 (stereo not drawn)
 : i, i, i, i, -2, i, i, i, i, i, i
13: CCOCCCNC(=O)CN1CCN(c2ccc(F)cc2)CC1
 : i, i, i, i, 3, i, i, i, i, i, i
14: COc1c(Cl)cc(Cl)cc1C(=O)Nc1ccc(NC(=O)c2cccs2)cc1
 : i, i, i, i, 0, i, i, i, i, i, i
15: CCOc1ccc2nc(SCC(=O)N3c4ccccc4Sc4ccccc43)sc2c1
 : i, i, i, i, -5, i, i, i, i, i, i
16: CCN(CC)CCNC1=CC(=O)OC12CCCCC2
 : i, i, i, i, -6, i, i, i, i, i, i
17: Cc1ccc(NC(=O)CN(C)C(=O)CCC(=O)N2CCOCC2)cc1
 : i, i, i, i, -14, i, i, i, i, i, i
18: CSCCC(NS(=O)(=O)c1ccccc1F)C(=O)OCc1ccccc1Cl (stereo not drawn)
 : i, i, i, i, -8, i, i, i, i, i, i
19: Cc1ccc(S(=O)(=O)N(CC(=O)NCc2ccncc2)Cc2ccc(F)cc2)cc1
 : i, i, i, i, -4, i, i, i, i, i, i
20: CCOC(=O)Cn1c(-c2ccccc2)ccc(C#N)c1=O
 : i, i, i, i, -11, i, i, i, i, i, i
21: O=C(CN1C(=O)NC2(CCCCCC2)C1=O)NC1CCCCCCC1
 : i, i, i, i, -14, i, i, i, i, i, i
22: COc1cccc(CNC(=O)C2CCC(CNS(=O)(=O)c3cccc4cccnc34)CC2)c1 (stereo not drawn)
 : i, i, i, i, -6, i, i, i, i, i, i
23: O=C(CCc1nnc2ccc(N3CCCCC3)nn12)NCC1CCN(Cc2ccc(F)cc2)CC1
 : i, i, i, i, -7, i, i, i, i, i, i
24: O=C(CN1CCN(c2ccccc2F)CC1)N1N=CCC1c1ccccc1 (stereo not drawn)
 : i, i, i, i, -7, i, i, i, i, i, i
25: N#Cc1ccccc1NC(=O)COC(=O)c1ccc(S(=O)(=O)N2CCCC2)cc1
 : i, i, i, i, -5, i, i, i, i, i, i
26: CSc1ccc2c(c1)C(N1CCN(C)CC1)Cc1ccccc1S2 (stereo not drawn)
 : i, i, i, i, -25&-14, i, i, -7.4*!, i, i, i
27: O=C(CO/N=C/c1ccc(OC(F)F)cc1)N1CCc2ccccc21
 : i, i, i, i, -4, i, i, i, i, i, i
28: CC(=O)N1CCc2ccc(NC(=O)c3c(-c4c(Cl)cccc4Cl)noc3C)cc21
 : i, i, i, i, -11, i, i, i, i, i, i
29: O=C(c1ccc(C(F)(F)F)cc1)C1CCCN(C(=O)CN2C(=O)CSC2=O)C1 (stereo not drawn)
 : i, i, i, i, -17, i, i, i, i, i, i
30: Cc1cc(C)cc(C(=O)Nc2cccc(NC(=O)c3ccco3)c2)c1
 : -8*, i, i, i, -11, -11*, i, i, i, i, i

New compounds follow:
Screens in order: KCNK9 inh, MrgX1 allo act, ANO1 activ, ANO1 block, hERG rescue, KCNK3 block, RGS4 inh, RGS4 act, KCNQ1 act, KCNQ1 block, MrgX1 ag
31: Cc1nn(-c2ccccc2)c(C)c1/C=N/NC(=O)CSc1nc2ccccc2c(=O)n1-c1ccc(Br)cc1
 : i, i, i, i, -9, i, i, i, i, i, i
32: CSc1cccc(NC(=O)CCc2ccccc2)c1
 : i, i, i, i, -7, i, i, i, i, i, i
33: Cc1ccc(OCc2nnc(SCC(=O)c3cccs3)n2-c2ccccc2)cc1C
 : i, i, i, i, -7, i, i, i, i, i, i
34: CCOc1ccc(NC(=S)N2c3ccccc3CC2C)cc1 (stereo not drawn)
 : i, i, i, i, -11, i, i, i, i, i, i
35: Cc1ncc2c(c1OC(=O)c1ccccc1)COC(C)(C)OC2
 : i, i, i, i, -11, i, i, i, i, i, i
36: CC(NCC1(N2CCOCC2)CCCCC1)C(=O)Nc1ccc(Cl)cc1Cl (stereo not drawn)
 : i, i, i, i, -13, i, i, i, i, i, i
37: CCCC(C)C(=O)NCc1ccc2c(c1)OCO2 (stereo not drawn)
 : x, i, i, i, x, i, x, x, x, x, i
38: O=C(O)c1ccccc1-n1c(-c2ccccc2)cc2c1CCCC2=O
 : i, i, i, i, -4, i, i, i, i, i, i
39: Cc1ccc(C2(C)NC(=O)N(CC(=O)Nc3c(C)n(C)n(-c4ccccc4)c3=O)C2=O)cc1 (stereo not drawn)
 : i, i, i, i, -7, i, i, i, i, i, i
40: O=C(Cc1coc2ccc3ccccc3c12)NC1CCCc2ccccc21 (stereo not drawn)
 : -11*, i, i, i, -9, i, i, i, i, i, i
41: CN(C)CCCN(C(=O)c1ccc(S(=O)(=O)N2CCc3ccccc32)cc1)c1nc2ccc(F)cc2s1
 : i, i, i, i, -20, i, i, i, i, i, i
42: CCN1CCN(C(C(=O)NC2CCCCC2)c2ccc(Cl)cc2)CC1 (stereo not drawn)
 : i, i, i, i, -4, i, i, i, i, i, i
43: CCS(=O)(=O)c1cc([N+](=O)[O-])c(Sc2ccccc2NC(C)=O)s1
 : i, i, i, i, -3, i, i, i, i, i, i
44: CCOCc1nnc(NC(=O)C2CCN(C(=O)c3ccco3)CC2)s1
 : i, i, i, i, -7, i, i, i, i, i, i
45: NC(=O)CC(NC(=O)c1cccc(Br)c1)c1ccc(N2CCN(c3ccccn3)CC2)c([N+](=O)[O-])c1 (stereo not drawn)
 : i, i, i, i, -2, i, i, i, i, i, i
46: Cn1c(=O)c(C(=O)NCc2ccccc2)c(O)c2ccccc21
 : i, i, i, i, 1, i, i, i, i, i, i
47: COc1ccc(/C=C2\NC(=S)N(CC3CCCO3)C2=O)c(OC)c1C (stereo not drawn)
 : i, i, i, i, -1, i, i, i, i, i, i
48: CC1Cc2ccccc2N1CC(=O)NCc1ccc2c(c1)OCO2 (stereo not drawn)
 : i, i, i, i, -7, i, i, i, i, i, i
49: O=[N+]([O-])c1c(NCCO)cc(N2CCC3(CC2)OCCO3)c2nonc12
 : i, i, i, i, -1, i, i, i, i, i, i
50: CCC1C(=O)Nc2nc(-c3ccccc3)c(-c3ccccc3)n2N=C1C (stereo not drawn)
 : i, i, i, i, -9, i, i, i, i, i, i
51: CC(C)(C)C1=NN(c2ccc([N+](=O)[O-])cc2)C(c2ccccc2)C1 (stereo not drawn)
 : -8.8*, i, i, i, -2, i, i, i, i, 9*, i
52: COc1ccc(S(=O)(=O)Nc2ccc(NC(C)=O)cc2)cc1OC
 : i, i, i, i, -1, i, i, i, i, i, i
53: CCNC(=S)Nc1cccc(S(=O)(=O)NC2=NCCC2)c1
 : i, i, i, i, -16, i, i, i, i, i, i
54: CCOC(=O)C(Oc1ccc(=O)[nH]n1)C(C)=O (stereo not drawn)
 : i, i, i, i, -7, i, i, i, i, i, i
55: C/C=C/Cn1c(SCc2ccccc2)nc2c1c(=O)[nH]c(=O)n2C
 : i, i, i, i, -4, i, i, i, i, i, i
56: CN(C)c1nc(N)c([N+](=O)[O-])c(NCc2ccccc2)n1
 : i, i, i, i, -12, i, i, i, i, i, i
57: N#Cc1c(N2CCN(C(=O)c3ccco3)CC2)nc(-c2ccccc2)c2c1CCCC2
 : i, i, i, 100*, -29, i, i, -8.2*, i, i, i
58: CC(C)CCn1c(=O)c2ccccc2n2c(CCl)nnc12
 : i, i, i, i, -11, i, i, i, i, i, i
59: Cc1cc(N2CCN(c3ccccc3)CC2)nc(-n2nc(C)cc2C)n1
 : i, i, i, i, -28, i, i, i, i, i, i
60: COc1ccc(CCNC(=O)c2ccc(-c3ccc([N+](=O)[O-])cc3Cl)o2)cc1
 : i, i, i, i, -7, i, i, i, i, i, i

Remaining list, next part.
Screens in order: KCNK9 inh, MrgX1 allo act, ANO1 activ, ANO1 block, hERG rescue, KCNK3 block, RGS4 inh, RGS4 act, KCNQ1 act, KCNQ1 block, MrgX1 ag
61: COc1ccc(OC)c(-n2c(-c3cccc(C)c3)n[nH]c2=S)c1
 : i, i, i, i, -7, i, i, i, i, i, i
62: COc1ccc(S(=O)(=O)NC(CC(=O)N2CCc3ccccc32)c2ccco2)cc1 (stereo not drawn)
 : i, i, i, i, -9, i, i, i, i, i, i
63: CCN(CC)C(=O)c1ccc(C(=O)c2c(C)cc(C)cc2C)cc1
 : i, i, i, i, -4, i, i, i, i, i, i
64: Cc1cccn2cc(CNC(=O)CC3CCCC3)nc12
 : i, i, i, i, -4, i, i, i, i, i, i
